High-throughput results from PubChem.
human PMI inhibitors – MPI inhibition at elevated mannose 6-phosphate – biochemical, fluorescence intensity, high mannose 6-phosphate, primary screen (AID 1220); 0.66% of 190,000 active; inhibition, % at 20 µM, or IC50 in µM where a hit was titrated; recombinant PMI enzyme, coupled fluorescence intensity; higher % means a stronger effect
NOD1 NF-kB reporter – inhibition of NOD1-driven NF-kB reporter – cell-based, luminescence, uHTS, primary screen (AID 1578); NOD1-driven NF-kB luciferase reporter cells, luminescence; higher % means a stronger effect; inhibition, % at 4 µM; hits with a dose series show EC50 in µM; 1% of 290,000 active; in the data active = inhibition mostly above about 36%, no sharp cut-off; inactive = mostly below about 34%;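 also: HEK-293T reporter cells stimulated with the NOD1 agonist gamma-tri-DAP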
XIAP displacement – small molecules displacing peptide from XIAP – biochemical, IAP family, fluorescence polarization (AID 1018) | 0.007% of 200,000 active | XIAP BIR domain, fluorescence polarization peptide displacement; higher % means a stronger effect | displacement, % at 20 µM, or IC50 in µM where a hit was titrated; in the data active = displacement above about 50%; also: a part of the inactive calls stands beside numbers as strong as those of hits
HEK293 NOD2/NF-kB – NOD2 signaling inhibitors, cell-based, luminescence, uHTS, HEK293 (AID 1566); HEK293 NOD2/NF-kB luciferase reporter, luminescence; higher % means a stronger effect; inhibition, % at 4 µM, or EC50 in µM where a hit was titrated; 0.63% of 290,000 active; also: many of its hits are not listed in these tables
TNAP activators – human TNAP enzyme activators, primary screen, biochemical, luminescent, no phosphate acceptor, uHTS (AID 1001) | purified TNAP, luminescent activation assay, no phosphate acceptor; higher activation fold means a stronger effect | activation fold at 20 µM; hits with a dose series show EC50 in µM | 0.03% of 200,000 active; in the data active = activation fold from about 3, or a potency from the dose series; inactive = the rest, 99 in 100 with activation fold below about 1.6; also: many of its hits are not listed in these tables
LYP phosphatase – PTPN22 lymphoid phosphatase activity blockers – biochemical, fluorescence intensity, uHTS (AID 1779) | recombinant LYP phosphatase, fluorescence intensity; higher % means a stronger effect | inhibition, % at 11.5 µM, or IC50 in µM where a hit was titrated | 0.054% of 290,000 active;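 also: plate controls were vehicle with enzyme for no effect and no enzyme for full effect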
KOR beta-arrestin-1 – KOR agonists, beta-arrestin recruitment, primary screen, cell-based, luminescence, uHTS (AID 1777); KOR beta-arrestin recruitment, luminescence; higher % means a stronger effect; one-dose activation, % at 10 µM; EC50 in µM for titrated hits; 0.02% of 280,000 active; in the data active = activation above about 50%, passing the limit was not always enough; also: a part of the inactive calls stands beside numbers as strong as those of hits
KOR beta-arrestin-2 – kappa opioid receptor blockers – cell-based, luminescence, uHTS (AID 1778); KOR beta-arrestin recruitment, luminescence, antagonist mode; higher % means a stronger effect; inhibition, % at 10 µM; hits with a dose series show IC50 in µM; 0.091% of 290,000 active; also: strong numbers were not always called active
PMI inhibitors – inhibitors of human PMI, primary screen, biochemical, fluorescence intensity, coupled assay (AID 1209); 0.42% of 190,000 active; one-dose inhibition, % at 20 µM; IC50 in µM for titrated hits; purified PMI enzyme, coupled fluorescence intensity; higher % means a stronger effect;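 also: plate controls were DMSO vehicle for no effect and wells lacking substrate for full effect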
* marks the source's active call; other numbers are inactive results; . = not tested or not shown; [ ] = remark or other dose. Rule as the data show it, unless noted: active = inhibition above about 50%; inactive = the rest. An excerpt; count on the stated rates, not on these rows.

SMILES	human PMI inhibitors	NOD1 NF-kB reporter	XIAP displacement	HEK293 NOD2/NF-kB	TNAP activators	LYP phosphatase	KOR beta-arrestin-1	KOR beta-arrestin-2	PMI inhibitors
COc1ccc(CNS(=O)(=O)c2ccc3c(c2)CCN3C(=O)C2CC2)cc1	-4%	1%	-5.5%	8%	1.2	0%	-4.4%	-21%	1%
c1ccc(-c2csc3ncnc(N4CCc5ccccc5C4)c23)cc1	-2%	32%	-6.8%	-8%	1.1	-2%	5.0%	9%	-2%
CCOC(=O)c1ccc(NC(=O)C2CCN(S(=O)(=O)CC)CC2)cc1	8%	-20%	-4.6%	6%	1.1	-6%	-4.4%	39%	11%
CC(=O)Nc1cc(C(=O)OCC(=O)c2ccc(C)cc2)ccc1C	3%	-31%	-1.7%	-28%	1.1	-12%	-5.1%	21%	0%
O=C(On1c(-c2ccccc2)nc2ccccc2c1=O)c1ccco1	-12%	-9%	-14%	6%	1.2	-3%	12%	-75%	1%
CC(C)n1c(SCC(=O)N2CCN(C(=O)c3ccco3)CC2)nc2c1c(=O)n(C)c(=O)n2C	.	-5%	.	6%	.	-10%	-1.1%	21%	.
Cc1ccc(C(=O)C[n+]2ccc(-c3nnc4n3CCC4)cc2)cc1	-13%	-30%	-1.2%	2%	0.8	2%	3.5%	-13%	-25%
CCC1CCC2(CC1)SCC(=O)N2c1ccccc1 (stereo not given)	.	-3%	.	-4%	.	-5%	-1.4%	12%	.
O=C(COC(=O)c1ccc([N+](=O)[O-])s1)Nc1ccccc1	-8%	-2%	-7.1%	9%	1	-4%	-1.8%	22%	-13%
COCCn1nnnc1C(c1ccccc1OC)N1CCN(C(=O)c2ccco2)CC1 (stereo not given)	.	-7%	.	16%	.	-12%	-8.0%	-12%	.
CCOC(=O)N1CCN(C(=O)CN2C(=O)CC(C)(C)S(=O)(=O)c3ccccc32)CC1	-12%	-30%	-5.2%	2%	1.2	-7%	-1.1%	6%	-7%
CC(=O)NCCNC(=O)c1oc2ccccc2c1CSc1ncn[nH]1	-1%	-18%	-2.0%	1%	1	-4%	1.6%	4%	2%
O=C(NCc1ccccc1)C1CCCN(c2cnccn2)C1 (stereo not given)	.	-2%	.	5%	.	-5%	8.0%	-25%	.
CCC(C)c1ccc(OCc2ccc(C(=O)OC)o2)cc1 (stereo not given)	.	-2%	.	-92%	.	-6%	.	21%	.
OC(COCc1ccccc1)CN1CCCC1 (stereo not given)	-8%	3%	-0.4%	3%	1.2	-8%	-2.2%	-5%	-20%
CC1CCC(NC(=O)CN(C)S(=O)(=O)c2cccc3cccnc23)CC1 (stereo not given)	.	5%	.	22%	.	-8%	-3.1%	13%	.
COc1ccc(NC(=O)COC(C)=O)cc1OC	-2%	-20%	-3.4%	-11%	1.2	-7%	-2.1%	8%	-5%
Cc1cc(NC(=O)c2ccc(C#N)cc2)n(-c2ccccn2)n1	-1%	-51%	-2.9%	-6%	1	2%	2.8%	10%	-5%
Cc1cccc(NC(=O)COc2ccc(-c3nn(C)c(=O)c4ccccc34)cc2)c1	.	-5%	.	2%	.	5%	6.0%	-17%	.
Oc1cccnc1CCc1ccccc1	-8%	-44%	-13%	-25%	1	-9%	1.9%	-18%	-8%
COc1ccc(F)cc1S(=O)(=O)Nc1ccc(C)cc1	0%	2%	-3.2%	17%	1.1	-11%	-3.9%	10%	6%
COc1ccc(N2CCN(S(=O)(=O)CCNC(=O)C3CCCCC3)CC2)cc1	.	4%	.	11%	.	-9%	1.7%	-36%	.
CCOC(=O)Nc1cccc(NC(=O)c2cc(OC)cc(OC)c2)c1	19%	-20%	-1.9%	15%	1.1	-4%	-3.2%	45%	9%
CCCC(=O)N(CCN1CCOCC1)c1nc2c(OC)ccc(C)c2s1	.	-5%	.	15%	.	-15%	-5.3%	-16%	.
COc1ccc(-n2nnnc2SCC(=O)Nc2nnc(C)s2)cc1OC	0%	13%	-5.0%	-13%	1.1	-2%	0.8%	28%	4%

(continued)
SMILES	human PMI inhibitors	NOD1 NF-kB reporter	XIAP displacement	HEK293 NOD2/NF-kB	TNAP activators	LYP phosphatase	KOR beta-arrestin-1	KOR beta-arrestin-2	PMI inhibitors
CCOc1ccccc1Oc1c(C)oc2cc(OC(=O)N3CCOCC3)ccc2c1=O	9%	-4%	0.8%	5%	1.1	-5%	-0.8%	-23%	0%
CCC1CCCCN1CCCNC(=O)c1ccc2c(c1)NC(=O)CN2C (stereo not given)	.	-8%	.	21%	.	-10%	-6.1%	12%	.
O=C(Nc1ccc(Br)cc1Br)C1CC(=O)N(Cc2ccccc2)C1 (stereo not given)	.	-19%	.	6%	.	-6%	4.1%	7%	.
Cc1cn2c(nc1=O)OC1CC2OC1CO (stereo not given)	.	2%	.	19%	.	-10%	-3.5%	25%	.
CCOc1ccccc1NC(=S)N(CCCN1CCOCC1)Cc1cn(C)c2ccccc12	12%	-5%	-5.6%	3%	1	-5%	12%	20%	18%
CC1Sc2ccc(S(=O)(=O)NCCc3ccc(Cl)cc3)cc2NC1=O (stereo not given)	.	19%	.	7%	.	-10%	-1.4%	-23%	.
COc1ccc(C(=O)Nc2ccc3nc(C)sc3c2)cc1OC	11%	-9%	-8.1%	-15%	1.1	-5%	-2.4%	14%	0%
CCCCCCn1c(C(C)O)nc2ccccc21 (stereo not given)	-2%	6%	-5.6%	5%	1	-2%	-0.9%	-11%	-2%
CCc1ccc(NC(=O)N2CCC(c3ccccc3)C2)cc1 (stereo not given)	-2%	-58%	-7.6%	-101%	1.1	-4%	-0.4%	-11%	-4%
O=C(CN1CCc2ccccc21)Nc1ccc2c(c1)OCO2	-67%	-27%	-3.2%	-34%	1	-5%	-6.5%	0%	-34%
CCCCNC(=O)c1cn(CC)c2cc(N3CCN(C(=O)c4ccco4)CC3)c(F)cc2c1=O	.	-8%	.	15%	.	5%	4.3%	-14%	.
CCS(=O)(=O)Nc1cccc(C2=NN(S(=O)(=O)c3ccccc3)C(c3cccs3)C2)c1 (stereo not given)	1%	12%	-35%	8%	1.1	-3%	-4.9%	22%	6%
O=C1CCNc2c(Cl)cc(Cl)cc21	.	-8%	.	27%	.	-1%	3.7%	14%	.
CC(C)(C)Cc1nnc(NC(=O)c2cc(-c3ccccc3)nc3ccccc23)s1	-27%	53%	-5.9%	14%	1	4%	5.1%	-64%	-12%
COc1ccc(-c2coc3c(C)c4oc(=O)c(CC(=O)O)c(C)c4cc23)cc1	.	-3%	.	34%	.	1%	-0.7%	10%	.
CCNc1nc(NCC)nc(OCCOC(C)=O)n1	-17%	-6%	-9.2%	-2%	1.1	-2%	3.6%	14%	-10%
Cc1ccn2c(CNCCCn3cccn3)c(C(=O)N3CCCCCC3)nc2c1	-5%	-13%	-3.3%	13%	1.1	-5%	.	14%[20 µM]	-7%
CC(C)(C)c1cc(C(=O)NNc2cc(C(F)(F)F)ccc2Cl)n(Cc2ccccc2)n1	.	-2%	.	-4%	.	6%	5.0%	-9%	.
COc1ccc(CCn2c(=N)c(C(=O)N3CCN(C)CC3)cc3c(=O)n4ccccc4nc32)cc1	35%	-18%	-1.3%	-11%	1.1	-6%	-0.5%	10%	20%
CC(C)[C@@H](C(=O)N[C@@H](C(=O)O)c1ccccc1)N1C(=O)N2CCc3c([nH]c4ccccc34)[C@@]2(C)C1=O	.	-5%	.	11%	.	-8%	0.3%	8%[20 µM]	.
O=C1CC(N2CCN(Cc3ccc4c(c3)OCO4)CC2)C(=O)N1c1cccc(Cl)c1 (stereo not given)	-11%	-11%	-13%	-4%	1.1	2%	-1.2%	2%	-5%
O=C(N=c1ccn(-c2nc3ccccc3nc2NS(=O)(=O)c2ccccc2)cc1)c1ccccc1Cl	.	-6%	.	-2%	.	-5%	-0.8%	30%	.
Cc1cc(SCC(N)=O)nc(SCC(=O)c2ccccc2)n1	8%	28%	-9.9%	4%	1	1%	-0.3%	-34%	14%
Cc1nn(C)c(C(=O)Nc2ccc(S(=O)(=O)NC34CC5CC(CC(C5)C3)C4)cc2)c1Br	13%	39%	-8.8%	-2%	1	8%	2.5%	-18%	17%
O=C(CCC(=O)N1CCN(c2ccc(F)cc2)CC1)N1CCN(c2ccc(F)cc2)CC1	.	-17%	.	5%	.	-4%	-5.6%	-26%[20 µM]	.

Seven entries from above, arranged by SMILES length, falling.
SMILES	human PMI inhibitors	NOD1 NF-kB reporter	XIAP displacement	HEK293 NOD2/NF-kB	TNAP activators	LYP phosphatase	KOR beta-arrestin-1	KOR beta-arrestin-2	PMI inhibitors
O=C(N=c1ccn(-c2nc3ccccc3nc2NS(=O)(=O)c2ccccc2)cc1)c1ccccc1Cl	.	-6%	.	-2%	.	-5%	-0.8%	30%	.
O=C1CC(N2CCN(Cc3ccc4c(c3)OCO4)CC2)C(=O)N1c1cccc(Cl)c1 (stereo not given)	-11%	-11%	-13%	-4%	1.1	2%	-1.2%	2%	-5%
CCOc1ccccc1NC(=S)N(CCCN1CCOCC1)Cc1cn(C)c2ccccc12	12%	-5%	-5.6%	3%	1	-5%	12%	20%	18%
CC1Sc2ccc(S(=O)(=O)NCCc3ccc(Cl)cc3)cc2NC1=O (stereo not given)	.	19%	.	7%	.	-10%	-1.4%	-23%	.
CC(=O)NCCNC(=O)c1oc2ccccc2c1CSc1ncn[nH]1	-1%	-18%	-2.0%	1%	1	-4%	1.6%	4%	2%
O=C(NCc1ccccc1)C1CCCN(c2cnccn2)C1 (stereo not given)	.	-2%	.	5%	.	-5%	8.0%	-25%	.
O=C1CCNc2c(Cl)cc(Cl)cc21	.	-8%	.	27%	.	-1%	3.7%	14%	.

(more compounds)
SMILES	human PMI inhibitors	NOD1 NF-kB reporter	XIAP displacement	HEK293 NOD2/NF-kB	TNAP activators	LYP phosphatase	KOR beta-arrestin-1	KOR beta-arrestin-2	PMI inhibitors
COc1ccc(NC(=S)Nc2ccc(N(C)C(C)=O)cc2)cc1	18%	-20%	-4.2%	7%	1	-5%	-5.3%	8%	16%
O=C1CCN(Cc2ccc([N+](=O)[O-])cc2)CCN1[C@H](CO)c1ccccc1	.	5%	.	9%	.	-11%	-1.1%	-21%[20 µM]	.
COc1ccc2[nH]c(C(=O)O)c(CCN3C(=O)c4ccc(C(=O)O)cc4C3=O)c2c1	.	-10%	.	-26%	.	-3%	0.2%	5%	.
CC(=O)Nc1ccc(S(=O)(=O)N2CCN=C2SCc2ccc(F)cc2)cc1	.	43%	.	13%	.	-3%	6.7%	-28%	.
C/C(CC1CC(C)(C)OC1=O)=N/Nc1nc(-c2ccccc2)cs1 (stereo not given)	-53%	-27%	-17%	-12%	1	3%	-3.8%	-3%	-16%
Cc1nc2oc(C(=O)c3ccc(Br)cc3)c(N)c2c2c1COC(C)(C)C2	-16%	-14%	-5.1%	13%	1.1	2%	-10%	-23%	-28%
Cc1nn(C)cc1S(=O)(=O)Nc1ccccc1Br	.	-35%	.	-5%	.	-8%	5.7%	-17%	.
Cc1ccc(Nc2nc(N3CCN(C)CC3)nc(N)c2[N+](=O)[O-])cc1C	10%	-10%	-6.8%	6%	1.1	5%	2.2%	-16%	21%

Compound profiles (already shown). Screens in order: human PMI inhibitors, NOD1 NF-kB reporter, XIAP displacement, HEK293 NOD2/NF-kB, TNAP activators, LYP phosphatase, KOR beta-arrestin-1, KOR beta-arrestin-2, PMI inhibitors
Profile of CC(=O)Nc1cc(C(=O)OCC(=O)c2ccc(C)cc2)ccc1C : 3%, -31%, -1.7%, -28%, 1.1, -12%, -5.1%, 21%, 0%
Profile of O=C(CCC(=O)N1CCN(c2ccc(F)cc2)CC1)N1CCN(c2ccc(F)cc2)CC1 : ., -17%, ., 5%, ., -4%, -5.6%, -26%[20 µM], .
